Assay outcomes (PubChem BioAssay)
AmpC no deterg: blocks E. coli AmpC beta-lactamase in detergent-free assay; Potency, µM (top dose mostly 57.1 µM), inactives show at the highest dose activity change, negative = inhibition, actives largely listed as inhibitors; P00811; 330,000 tested, 0.52% active; AmpC nitrocefin hydrolysis, absorbance 480 nm, 0.0001% Triton;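 further: potency means the concentration at half of the fitted maximal effect; plate controls were no compound for no effect and no enzyme for full effect; nearly all actives have a fitted effect of over 20% in size; some results filed as inactive show a strong effect at the top dose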
Target sequence (P00811 whole entry, looked up): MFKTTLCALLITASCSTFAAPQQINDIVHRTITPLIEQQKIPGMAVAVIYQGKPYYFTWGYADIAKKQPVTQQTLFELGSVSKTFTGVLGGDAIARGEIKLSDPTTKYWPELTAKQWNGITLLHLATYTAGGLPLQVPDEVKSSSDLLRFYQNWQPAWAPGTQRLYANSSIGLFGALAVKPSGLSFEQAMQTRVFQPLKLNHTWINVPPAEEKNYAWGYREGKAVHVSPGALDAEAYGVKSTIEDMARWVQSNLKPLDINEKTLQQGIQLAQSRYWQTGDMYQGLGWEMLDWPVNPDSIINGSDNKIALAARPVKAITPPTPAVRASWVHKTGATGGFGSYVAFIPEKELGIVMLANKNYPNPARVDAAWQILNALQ
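20 mM phosphate pH 7.0 + 0.01% (detergent screen) or 0.0001% Triton X-100; 5.3 nM AmpC reagent; cpd preinc 15 min RT; nitrocefin (800 uM stock) to start; A480 q20 s × 4 min; Activity was normalised to no-enzyme and no-compound control wells.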
Cycloheximide cs: affects cycloheximide protein synthesis inhibition readout, counter-screen. cell reporter, cycloheximide protein synthesis inhibition counterscreen. max response, %. 300,000 tested, 12% active; in the data active means max response mostly above about 13%, no sharp cut-off; inactive means mostly below about 14%; further: read at 38.3 µM for the half of the compounds with a filed dose; 0% is about no effect
LmPK inhibitor: inhibitors of Leishmania mexicana pyruvate kinase. Q27686. purified LmPK, Kinase-Glo ATP luminescence, 1 h. Potency, µM (top dose mostly 57.5 µM), inactives show at the highest dose activity change, negative = inhibition, actives largely listed as inhibitors. 290,000 tested, 0.37% active. AID 1721; further: potency means the concentration at half of the fitted maximal effect; on the % scale 0 is the no-effect control and ±100 the full control effect
Target sequence (Q27686 whole entry, looked up): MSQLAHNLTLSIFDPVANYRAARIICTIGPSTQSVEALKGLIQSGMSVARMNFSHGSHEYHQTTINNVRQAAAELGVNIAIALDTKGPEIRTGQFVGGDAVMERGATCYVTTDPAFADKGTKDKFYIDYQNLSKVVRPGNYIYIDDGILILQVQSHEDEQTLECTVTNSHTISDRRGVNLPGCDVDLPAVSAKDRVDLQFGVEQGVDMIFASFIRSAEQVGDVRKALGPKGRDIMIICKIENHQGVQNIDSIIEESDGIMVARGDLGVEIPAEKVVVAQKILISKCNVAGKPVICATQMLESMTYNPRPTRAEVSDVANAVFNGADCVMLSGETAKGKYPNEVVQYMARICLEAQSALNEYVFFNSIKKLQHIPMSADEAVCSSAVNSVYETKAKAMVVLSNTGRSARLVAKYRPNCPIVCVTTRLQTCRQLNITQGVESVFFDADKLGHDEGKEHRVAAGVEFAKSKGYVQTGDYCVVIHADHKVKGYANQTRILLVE
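ATP generated from ADP (0.1 mM) and PEP (0.5 mM) by 0.1 nM LmPK over 1 h at room temperature (pH 7.2 imidazole buffer) was detected by coupled luciferase luminescence. Values were normalized to uninhibited and no-enzyme wells.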
Tb PYK inh: T. brucei pyruvate kinase inhibition; Q57TT1; 410,000 tested, 0.12% active; Potency, µM (top dose mostly 76.8 µM), for the others: top-dose activity, negative = inhibition, actives largely listed as inhibitors; TbPYK enzyme, Kinase-Glo Plus ATP luminescence, 45 min; AID 624173; further: potency means the concentration at half of the fitted maximal effect; on the % scale 0 is the no-effect control and ±100 the full control effect; nearly all actives have a fitted effect of over 50% in size
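Activity of T. brucei pyruvate kinase was followed by Kinase-Glo Plus luminescence after the enzyme reacted 45 min at room temperature with 130 uM ADP (final) and substrate. Test compounds were added before ADP at multiple concentrations.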
Shiga inhibitor: inhibitors of Shiga toxin in Vero cells; Vero cells, Shiga toxin protein synthesis inhibition reporter; inhibition, % at 38.7 µM; 290,000 tested, 9.2% active; in the data active means inhibition mostly above about 28%, no sharp cut-off; inactive means mostly below about 43%; further: 0% is about no effect
Pf growth 48h: inhibits P. falciparum growth in the first generation, 48 h | Potency, µM (top dose mostly 28.7 µM), inactives show at the top dose activity change, negative = inhibition, most hits filed as inhibitors | P. falciparum luciferase growth in erythrocytes, 48 h | AID 504832 | 310,000 tested, 5.9% active; further: potency means the concentration at half of the fitted maximal effect; on the % scale 0 is the no-effect control and ±100 the full control effect
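In quantitative HTS format, infected erythrocytes bearing luciferase-reporter parasites were treated for a single generation at 37 C. Luminescence after adding detection reagent served as the growth measure.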
Pf growth 96h: P. falciparum growth inhibition at 96 hours. P. falciparum luciferase reporter growth, 96 h. Potency, µM (highest dose often 28.7 µM), for the others: top-dose activity change, negative = inhibition, most hits filed as inhibitors. 320,000 tested, 6.9% active. AID 504834; further: potency means the concentration at half of the fitted maximal effect; on the % scale 0 is the no-effect control and ±100 the full control effect
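Delayed-death screen, second-generation endpoint: infected erythrocytes, 2% hematocrit, 0.05% parasitemia final; 96 hours at 37 C, 5% CO2; luciferase detection reagent; luminescence decrease equals reduced growth.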
* hit, by the source's call; i = inactive; ? = inconclusive; · = not tested or not shown; & = joins results of further samples; [ ] = remark or other dose. Unless noted, the call rests on the fitted dose curve; in most records, active means well fitted curve in the direction sought with a large enough effect; inconclusive means small, poorly fitted or top-dose-only effect, or another doubt; inactive means no such curve, though single readings can be large; an effect the other way counts as inactive or inconclusive.

SMILES	AmpC no deterg	Cycloheximide cs	LmPK inhibitor	Tb PYK inh	Shiga inhibitor	Pf growth 48h	Pf growth 96h
Cc1ccc(N(CC(N)=O)C2SC(=O)N(C)C2=O)cc1 (stereo not drawn)	-16%	10	5%	1%	-17	-12%	·
CCC1C/C(=C\c2cc(OC)c(OC)cc2OC)C(=O)/C(=C/c2cc(OC)c(OC)cc2OC)C1 (stereo not drawn)	78%[activator]	3	0%	-5%	-4	5.2µM*	?
CCN(CC)c1cc(NCCO)c([N+](=O)[O-])c2nonc12	3%	1	0%	-3%	3	-12%	?
Cc1cc(C(=O)COC(=O)COc2ccccc2C#N)c(C)n1CC1CCCO1 (stereo not drawn)	22%	·	·	-10%	·	12%	15%
COc1ccc(-c2cc(C(=O)N3CCCc4ccccc43)no2)cc1	-24%	44*	0%	2%	94*	-15%	71%[activator]
COc1ccc(C(C)=O)cc1CC(C(=O)c1ccc(Br)cc1)N(C)C (stereo not drawn)	-5%	-2	1%	7%	-12	?	?
Clc1ccc(Cl)c(OCCCCN2CCNCC2)c1	12%	1	3%	-4%	-7	?	-21%
CCCc1cc(CNC(=O)C2CCC(=O)N(Cc3ccccc3OC)C2)on1 (stereo not drawn)	17%	3	2%	6%	4	-9%	-23%
CS(=O)c1ccccc1-c1nc(-c2ccc(Cl)cc2)no1 (stereo not drawn)	11%	48*	-10%	-6%	66*	i	194%[activator]
CCN(CC)c1ccc(C2=NNC(=O)CC2C)cc1[N+](=O)[O-] (stereo not drawn)	-11%	6	6%	-3%	7	-16%	-12%
CC(=O)n1cc(-c2ccncc2)c2ccccc21	-7%	-2	2%	-5%	-4	?	?
CN1CCN(S(=O)(=O)c2ccc3ccccc3c2)CC1	-5%	-7	0%	0%	-16	·	47%[activator]
COc1cccc(OCc2cc(C(=O)N3CCC(c4ccncc4)CC3)no2)c1	63%[activator]	15	0%	1%	-3	6%	-26%
Cc1cc(NC(=O)CSc2nc3c(sc4ccccc43)c(=O)n2CCCN2CCOCC2)n[nH]1	73%[activator]	-1	-6%	-4%	-8	·	?
COc1ccc(-n2c3c(cc(C(=O)NCC(=O)c4ccccc4)c2=O)C(=O)CC(C)(C)C3)cc1	-31%	5	-11%	-8%	40	-19%	-12%
Cc1ccc(NC(=S)NCCN(C2CCCCC2)C2CCCC2)cc1	-14%	-3	1%	-4%	15	?	9%
CCCCN(C)C(=O)C1CCN(C/C(C)=C/c2ccccc2)CC1	22%	-2	0%	2%	-6	0%	0%
C=CCn1c(CCc2ccccc2)nnc1SCC(=O)OC	0%	-2	2%	-4%	-5	-17%	-13%
Cc1c(Cl)c(C(=O)N2CCCC2)nn1C	-5%	0	0%	3%	2	5%	22%
COc1ccc(-n2c(C)cc(C(=O)C[N+]34CCN(CC3)CC4)c2C)cc1	47%	-2	0%	-12%	3	-16%	5.9µM*
Cc1ccc(OCC(O)Cn2c(N3CCCCC3)nc3c2c(=O)[nH]c(=O)n3C)cc1 (stereo not drawn)	-2%	-2	3%	-2%	-11	-21%	-22%
CC1(C)Cc2c(sc(NC(=O)c3ccc(S(=O)(=O)N4CCCC4)cc3)c2C#N)C(C)(C)N1	22%	2	-1%	-1%	-4	-5%	8%
O=C(COc1ccc(NC(=O)c2ccccc2[N+](=O)[O-])cc1)c1ccc(F)cc1	-24%	-3	2%	5%	-5	-9%	-19%
O=C(c1cccc(Cl)c1)N1CCC(=O)N(C(COCc2ccccc2)Cc2ccccc2)CC1 (stereo not drawn)	123%[activator]	-6	1%	-1%	-16	?	10µM*
CC(CCc1ccccc1)NC(=O)CSc1nnnn1C (stereo not drawn)	-1%	14	5%	-2%	29	4%	4.7µM*
CCOc1ccccc1NC(=O)C1=C(C)NC(=S)NC1c1cccs1 (stereo not drawn)	-60%	6	0%	-2%	-2	-23%	-16%
COc1cc(OC)cc(-c2oc3cccnc3c2C#CCCO)c1	159%[activator]	-3	0%	6%	1	14%	?
C[C@H](NC(N)=O)C(=O)OCC(=O)NCc1cccs1	-15%	10	2%	-3%	-1	7%	?
CC1CCC(NC(=O)C2CCN(C(=O)NC3CCCCC3)CC2)CC1 (stereo not drawn)	-2%	3	1%	·	-14	9%	·
O=C(NC1CCCC1)c1ccc(COCC(F)(F)C(F)F)o1	·	10	2%	1%	12	-7%	45%[activator]
COC(=O)Cn1c(=O)n(CCc2ccccc2)c(=O)c2c3c(sc21)CCCC3	18%	-4	4%	6%	1	·	?
CC(OC(=O)/C=C/c1ccc2ccccc2n1)C(=O)NCc1ccccc1 (stereo not drawn)	-9%	·	·	-8%	·	-20%	-1%
CC(=O)C1=C(O)C(=O)N(c2nnn(C)n2)C1c1cccs1 (stereo not drawn)	-15%	-1	9%	-2%	18	·	-27%
Cc1c(NS(=O)(=O)c2ccc(Cl)c(C(=O)OC(C)C(=O)NCc3ccco3)c2)c(=O)n(-c2ccccc2)n1C (stereo not drawn)	7%	-2	2%	3%	10	5%	-15%
C=CCN1c2ccc(Br)cc2C(=O)CS1(=O)=O	4µM*	·	·	-2%	·	30%[activator]	37%[activator]
COc1cc(NC(=O)Cn2c(=O)n(CC3CCCO3)c(=O)c3cc(OC)c(OC)cc32)cc(OC)c1 (stereo not drawn)	204%[activator]	-3	0%	-1%&4%	-4	?	105%[activator]
CCCCCOc1ccc(C(=O)C(c2ccccc2)N2CCOCC2)cc1 (stereo not drawn)	184%[activator]	-4	-1%	-3%	4	?	?
O=S(=O)(Nc1cccc(-c2cn3cccnc3n2)c1)c1ccc(Cl)cc1	-21%	-2	2%	4%	-5	15%	0%
CC(C)C(=O)NC(=S)Nc1ccccc1C(F)(F)F	-19%	-2	0%	-1%	-16	15%	2%
CCCOc1ccc(/C=C/C(=O)Nc2ccc([N+](=O)[O-])cc2C)cc1	-12%	-2	4%	3%	-4	20%	4%

Full records as entered above. Order of values: AmpC no deterg, Cycloheximide cs, LmPK inhibitor, Tb PYK inh, Shiga inhibitor, Pf growth 48h, Pf growth 96h
CCCCCOc1ccc(C(=O)C(c2ccccc2)N2CCOCC2)cc1 (stereo not drawn) in the list: 184%[activator], -4, -1%, -3%, 4, ?, ?
CCCOc1ccc(/C=C/C(=O)Nc2ccc([N+](=O)[O-])cc2C)cc1 in the list: -12%, -2, 4%, 3%, -4, 20%, 4%
CC(=O)C1=C(O)C(=O)N(c2nnn(C)n2)C1c1cccs1 (stereo not drawn) in the list: -15%, -1, 9%, -2%, 18, ·, -27%
Cc1c(NS(=O)(=O)c2ccc(Cl)c(C(=O)OC(C)C(=O)NCc3ccco3)c2)c(=O)n(-c2ccccc2)n1C (stereo not drawn) in the list: 7%, -2, 2%, 3%, 10, 5%, -15%
C=CCN1c2ccc(Br)cc2C(=O)CS1(=O)=O in the list: 4µM*, ·, ·, -2%, ·, 30%[activator], 37%[activator]

Other entries follow.
SMILES	AmpC no deterg	Cycloheximide cs	LmPK inhibitor	Tb PYK inh	Shiga inhibitor	Pf growth 48h	Pf growth 96h
COc1cc(C(=O)NC2CCCCC2)ccc1OCc1ccc(Cl)cc1Cl	-18%	-4	0%	0%	19	10%	17%
COc1cc(OC)cc(C(=O)Nc2cccc3c2CCCC3)c1	-21%	7	1%	-4%	·	-5%	-15%
CC(=O)Nc1ccc(S(=O)(=O)NCC(=O)OCc2cc(=O)oc3ccc4ccccc4c23)cc1	?	-3	0%	1%	-4	12%	31%
C=CCN1C(=O)C2(C(C(=O)c3ccc(C)o3)=C(O)C(=O)N2CCCN2CCOCC2)c2ccccc21 (stereo not drawn)	-6%	-4	9%	-10%	-20	1%	0%
CC(=O)OC[C@]1(OC(C)=O)C[C@@]23CC[C@H]4[C@@](C)(CCC[C@@]4(C)C(=O)O)[C@@H]2CC[C@@H]1C3	1%	-3	0%	4%	-19	-9%	-12%
N/C(CCN1CCOCC1)=N/O	-8%	-2	1%	-8%	-3	-15%	-29%
Cc1ccc(CN(C(=O)Cn2nnc3ccccc32)C(C(=O)NCc2ccco2)c2cccs2)cc1 (stereo not drawn)	-41%	19*	1%	-7%	57*	?	5%
c1ccc(-c2csc(Nc3ccccn3)n2)cc1	-21%	60*	-5%	4%	82*	200%[activator]	76%[activator]
Cc1ccc(-n2c(SCC(=O)N3CC(=O)Nc4ccccc43)nc3ccccc3c2=O)cc1C	3%	6	1%	-5%	11	10µM*	8.3µM*
CSCc1c(C(=O)NCCc2ccccn2)oc2ccccc12	12%	11	0%	1%	-6	?	?
O=C(c1cc2ccccc2o1)N1CCN=C1SCc1cccnc1	-6%	11	-3%	0%	18	12%	?
Cc1[nH]c2ccc(C(=O)OC(C)C(=O)N(C)C3CCCCC3)cc2c1C (stereo not drawn)	24%	·	·	-1%	·	?	?
Cc1csc(NC(=O)C2C3C=CC(C3)C2C(=O)O)n1 (stereo not drawn)	-3%	-1	0%	-12%	-7	·	18%
Cc1ccc(CNC(=O)COC(=O)c2cc(C)oc2C)cc1	-19%	·	·	0%	·	-22%	-18%
Cc1cc(C(=O)NC(C)c2ccc3c(c2)OCO3)cs1 (stereo not drawn)	-16%	10	-1%	-3%	-14	5%	·
CCC(C)Sc1nc(O)cc(=O)[nH]1 (stereo not drawn)	-38%	-2	4%	3%	9	5%	?
CC(C)C[C@H](N)c1nnc(SCc2ccc(Cl)cc2)o1	78%[activator]	-2	-5%	-2%	-13	-10%	7%
O=C(Nc1nccs1)c1cn(-c2ccccc2)nc1-c1ccncc1	-17%[2.29 µM]	1	-1%	5%	-13	?	?
O=C(COC(=O)c1ccco1)Nc1ccc(Br)cc1	-16%	17	-2%	-2%	15	6%	·
O=c1oc(-c2ccccc2)nc2c1cnn2-c1ccccc1	-15%	-5	-2%	-7%	-14	4%	?
Cc1ccc(NC(=O)CS(=O)CC(=O)N(C(C)C(=O)NC2CCCCC2)C(C)(C)C)cc1 (stereo not drawn)	155%[activator]	-1	-2%	-3%	-14	?	25%
COc1ccc(N2CCN(S(=O)(=O)c3c(C)[nH]c(C)c3C(=O)N3CCCC3)CC2)cc1	45%	-9	-4%	4%	10	5%	?
Cc1ccc(CNC(=O)CCc2c(C)[nH]c(=O)c(C#N)c2C)cc1	-8%	-4	2%	-11%	-2	13%	22%
COc1ccc(OC)c(NC(=O)NCc2ccc(F)cc2)c1	-30%	4	2%	-5%	-8	16%	·
O=C(COC(=O)c1cc(-c2cccs2)nc2ccccc12)NCc1ccco1	-15%	29*	10%	-2%	90*	5%	9%
Cc1ccc2c(c1)C1(SCCS1)C(=O)N2	-32%	4	0%	-14%	59	6%	?
CCCCOc1ccc(C(=O)N2CCCC2C(=O)O)cc1 (stereo not drawn)	-1%	-2	4%	5%	6	-10%	-25%
CCn1ccnc1CNC(=O)c1ccc2oc(C(C)C)nc2c1	-14%	11	-7%	3%	-21	23%	0%
COCc1cc(=O)n2[nH]c(-c3ccco3)cc2n1	-6%	1	2%	1%	-1	19%	22%

Results in AmpC no deterg, for two of the compounds above:
| Compound | AmpC no deterg |
| --- | --- |
| Cc1ccc(CNC(=O)CCc2c(C)[nH]c(=O)c(C#N)c2C)cc1 | -8% |
| O=C(COC(=O)c1cc(-c2cccs2)nc2ccccc12)NCc1ccco1 | -15% |
